# From PubChem BioAssay
# mIAP block – mouse IAP inhibition; purified mouse IAP, CDP-Star luminescence, 30 min; inhibition, % at 10 µM; actives 0.2% (n = 330,000);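 active = inhibition of at least 40% at 10 µM in the primary screen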;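 note: plate controls were DMSO with enzyme for no effect and no enzyme wells for full effect; values of inactives mirror those of a sister screen read the other way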
# hIAP activ – increases human intestinal alkaline phosphatase activity; P09923; purified human IAP, CDP-Star luminescence, 30 min; active compounds read high; 1 = vehicle-only enzyme, 0 = enzyme-free background; activation factor at 10 µM; actives 0.16% (n = 330,000); AID 2524;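 active = activation factor of the enzyme at least 2-fold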; note: the source names both 10 and 20 µM as test concentration; values of inactives mirror those of a sister screen read the other way
# mIAP act – mouse IAP activation | muIAP, CDP-Star luminescence, 30 min; active compounds read high; 1 = vehicle-only enzyme signal, 0 = enzyme-free wells | activation factor at 10 µM | actives 0.24% (n = 330,000) | AID 2805;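 active = activation factor of at least 2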; note: the source names both 10 and 20 µM as test concentration; values of inactives mirror those of a sister screen read the other way
#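 System: Mouse IAP enzyme | Also added: CDP-Star substrate | Dosing: Compounds dispensed in DMSO | Schedule: 30 min enzyme-substrate-compound incubation at room temperature | Technique: Chemiluminescence readout | Control set: DMSO-only wells and no-enzyme negative control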
# A3A deaminase – blocks human APOBEC3A ssDNA deamination. P31941. recombinant A3A, FAM/TAMRA ssDNA deamination fluorescence. inhibition, % at 20 µM. actives 0.41% (n = 330,000);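 active = at least 40% inhibition at 20 µM here, with at most 30% in a related deaminase screen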;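 note: plate controls were A3A with DMSO for no effect and wells lacking A3A enzyme for full effect; some results filed as inactive read as strong as hits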
# Target sequence (P31941 whole entry, looked up): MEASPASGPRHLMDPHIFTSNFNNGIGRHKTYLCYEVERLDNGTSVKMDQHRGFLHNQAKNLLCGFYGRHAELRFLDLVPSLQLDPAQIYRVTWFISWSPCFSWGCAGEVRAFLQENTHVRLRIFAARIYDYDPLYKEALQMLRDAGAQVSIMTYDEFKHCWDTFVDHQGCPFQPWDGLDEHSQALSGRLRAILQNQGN
# hIAP inh – human IAP inhibition | AID 2544 | inhibition, % at 10 µM | P09923 | purified IAP, CDP-Star luminescence, 30 min | actives 0.12% (n = 330,000);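 active = inhibition reaching a set limit with compound at 10 µM in the primary screen, cut at about 35% in these data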;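 note: plate controls were DMSO wells with enzyme for no effect and no-enzyme buffer wells for full effect; values of inactives mirror those of a sister screen read the other way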
# NALP3 yeast inh – inhibitors of NALP3 inflammasome in yeast. actives 0.39% (n = 330,000). inhibition, % at 10 µM. Yeast reconstituted NLRP3/ASC/caspase-1, beta-gal luminescence, 24 h;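 active = inhibition of 50% or more; inactive = inhibition below 50%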;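 note: plate controls were induced DMSO wells for no effect and uninduced yeast grown without galactose for full effect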
# beta cell repl – MIN6 beta-cell proliferation induction | MIN6 cells proliferation, ATPlite luminescence, 48 h; cells starved in 0.2% serum; 100% = growth in 10% serum | proliferation, % at 10 µM | actives 0.29% (n = 330,000) | AID 2380;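 active = compounds whose signal lies at least 3.5 SD above the mean of all wells on their plate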;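 note: 0% = DMSO-treated cells in low-serum medium and 100% = 10% serum control; some compounds called inactive have numbers as strong as hits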
# SENP1 FRET inh – inhibitors of human SENP1 SUMO protease catalytic domain; Q9P0U3; recombinant SENP1 catalytic domain, CyPet-SUMO1-YPet FRET cleavage; AID 624204; actives 0.21% (n = 360,000); inhibition, % at 10 µM;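 active = inhibition at least 30% at 10 µM, raw YFP signal under a set limit, fluorescence ratio 0.5 to 1.5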;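 note: 0% = enzyme with DMSO and 100% = no enzyme wells; some results filed as inactive read as strong as hits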
# Target sequence (Q9P0U3 419-644 limits assumed): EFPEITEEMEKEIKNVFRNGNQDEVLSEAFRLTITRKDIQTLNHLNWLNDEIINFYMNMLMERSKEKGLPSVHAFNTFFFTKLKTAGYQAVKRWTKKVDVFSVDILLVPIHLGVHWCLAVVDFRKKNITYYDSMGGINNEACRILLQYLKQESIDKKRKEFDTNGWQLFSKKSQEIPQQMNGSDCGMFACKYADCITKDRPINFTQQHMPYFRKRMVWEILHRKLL
#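 material = recombinant human SENP1 catalytic domain, His6-tagged | quantity = 20 pM enzyme | reagent = 25 nM SUMO1 FRET substrate | compound dosing = 10 µM single point, 0.5% DMSO | timing = 50 min enzyme reaction, room temperature, light-protected | detection = FRET, CFP and YFP emission | control set = no-enzyme low, enzyme-DMSO high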
# APOBEC3G inh – blocks human APOBEC3G single-stranded DNA deamination; actives 0.28% (n = 330,000); inhibition, % at 20 µM; Q9HC16; recombinant A3G, ssDNA deamination FAM/TAMRA fluorescence;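 active = inhibition of at least 40% at 20 µM, with no more than 30% in the related APOBEC3A deaminase screen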;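 note: plate controls were DMSO wells with A3G for no effect and wells lacking A3G enzyme for full effect; some compounds called inactive have numbers as strong as hits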
# Target sequence (Q9HC16 whole entry, looked up): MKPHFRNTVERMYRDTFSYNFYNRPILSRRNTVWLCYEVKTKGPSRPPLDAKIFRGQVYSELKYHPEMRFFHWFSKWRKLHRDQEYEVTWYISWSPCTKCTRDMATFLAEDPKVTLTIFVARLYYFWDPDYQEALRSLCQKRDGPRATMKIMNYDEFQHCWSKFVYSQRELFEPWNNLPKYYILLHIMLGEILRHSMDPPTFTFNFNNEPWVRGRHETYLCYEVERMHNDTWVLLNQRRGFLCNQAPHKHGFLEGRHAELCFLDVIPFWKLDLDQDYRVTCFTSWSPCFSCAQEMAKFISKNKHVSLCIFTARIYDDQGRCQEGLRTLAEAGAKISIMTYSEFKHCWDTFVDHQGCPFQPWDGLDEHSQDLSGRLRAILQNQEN
# Active calls of the source: *; / = not tested or not shown. The list is partial; the hit share may differ from the screen's.
[1] O=C(NC(Nc1cc(C(F)(F)F)ccc1Cl)C(=O)c1ccccc1)c1ccccc1 (configuration not stated)
[2] CCCNS(=O)(=O)c1ccc(OCC(=O)OC)cc1
[3] Cc1nn(CC(=O)N(C)C2CCS(=O)(=O)C2)c(C)c1[N+](=O)[O-] (configuration not stated)
[4] COc1cc(/C=N/n2c(SC)nnc(C(C)(C)C)c2=O)ccc1O
[5] COc1ccc(C(=S)N2CCOCC2)cc1OC(=O)c1cccc([N+](=O)[O-])c1
[6] CCOC(=O)/C(=N\Nc1cc(Cl)ccc1Cl)N1CCOCC1
[7] COCCn1c(=NC(=O)CSCC(=O)NC2CCCCC2)sc2cc(OC)ccc21
[8] CCNc1nc(NCC)nc(N(C#N)C(C)C)n1

Compound,1,2,3,4,5,6,7,8
mIAP block,12,-2,2,7,7,-6,3,-4
hIAP activ,0.93,0.87,1,0.99,1,0.99,0.94,1.1
mIAP act,0.88,1,0.98,0.93,0.93,1.1,0.97,1
A3A deaminase,3,2,24,-3,-3,-3,0,7
hIAP inh,7,13,-5,1,-4,1,6,-9
NALP3 yeast inh,9,21,20,10,15,4,11,9
beta cell repl,-5,-3,-3,1,-3,-2,-2,0
SENP1 FRET inh,1,4,1,52*,2,0,-5,1
APOBEC3G inh,2,-1,-5,-7,-5,-9,-1,2

# An excerpt from above, showing only SENP1 FRET inh and mIAP block:
no.	compound	SENP1 FRET inh	mIAP block
3	Cc1nn(CC(=O)N(C)C2CCS(=O)(=O)C2)c(C)c1[N+](=O)[O-] (configuration not stated)	1	2
4	COc1cc(/C=N/n2c(SC)nnc(C(C)(C)C)c2=O)ccc1O	52*	7
5	COc1ccc(C(=S)N2CCOCC2)cc1OC(=O)c1cccc([N+](=O)[O-])c1	2	7
6	CCOC(=O)/C(=N\Nc1cc(Cl)ccc1Cl)N1CCOCC1	0	-6

# The results go on.
[9] CCN1C(=O)CC(C(=O)O)SC1=Nc1ccc(OC)cc1 (configuration not stated)
[10] CCc1cccc(C)c1NC(=O)CN(C)Cc1cccc(F)c1
[11] Cc1ccc(CCNC(=O)CN(C)S(=O)(=O)c2ccc3c(c2)c(=O)n(C)c(=O)n3C)cc1
[12] Cc1ccc(NC(=O)/C=C\C(=O)NCC(=O)O)cc1C
[13] CCOC(=O)c1c(C)n(C(=O)c2ccco2)c(=O)n1C(=O)c1ccco1
[14] COc1cc(CNn2c(C)n[nH]c2=S)cc(Cl)c1OCC(=O)NC(C)(C)C
[15] O=C(CN1C(=O)CSc2ncccc21)N1CCOCC1
[16] CNc1ccccc1C(C)(C)c1cc(-c2ccco2)n[nH]1

Compound,9,10,11,12,13,14,15,16
mIAP block,10,6,1,-10,-1,3,4,20
hIAP activ,0.94,0.81,0.97,1,0.94,1.2,0.8,0.95
mIAP act,0.9,0.94,0.99,1.1,1,0.97,0.96,0.8
A3A deaminase,-2,5,-3,2,-1,-7,-6,0
hIAP inh,6,19,3,-5,6,-16,20,5
NALP3 yeast inh,8,13,8,5,-4,-5,12,18
beta cell repl,5,2,-1,0,-2,-4,0,-3
SENP1 FRET inh,-1,0,2,0,1,0,3,-11
APOBEC3G inh,-3,-5,-4,6,-10,18,-7,1

[17] Cc1ccc(C(=O)Nc2ccc(F)cc2)cc1NC1=NC2CS(=O)(=O)CC2S1 (configuration not stated)
[18] CCCC1(c2ccccc2)NC(=O)N(CC(=O)N2CC(=O)Nc3ccccc32)C1=O (configuration not stated)
[19] O=C(CSc1nc(=O)n2ccccc2n1)NCc1ccccc1Cl
[20] Cc1ccn2c(=O)c(NC(=O)COc3ccccc3)c(C)nc2c1
[21] CCn1c(SCC(=O)NCc2ccc(F)cc2)nc2c(c1=O)SC(C)C2 (configuration not stated)
[22] Cc1ccc(C(=O)Nc2ncc(Cc3ccc(SC(F)F)cc3)s2)cc1
[23] CC(=O)OCC(=O)C1(O)CCC2C3CCC4=CC(=O)C=CC4(C)C3C(O)CC21C (configuration not stated)
[24] O=C1OCCC1Sc1nnc(-c2ccc(Cl)cc2Cl)o1 (configuration not stated)

Compound,17,18,19,20,21,22,23,24
mIAP block,4,-13,4,-3,4,0,-7,6
hIAP activ,0.86,1,1,1,0.97,1.1,0.91,0.86
mIAP act,0.96,1.1,0.96,1,0.96,1,1.1,0.94
A3A deaminase,26,-4,-4,-2,0,2,5,0
hIAP inh,14,-4,-2,-4,3,-7,10,14
NALP3 yeast inh,16,13,12,3,18,5,15,22
beta cell repl,-4,-2,-1,1,-3,-5,-3,-1
SENP1 FRET inh,-1,0,1,-1,-3,4,3,0
APOBEC3G inh,-10,-8,-11,-10,-1,0,7,0

[25] Cc1ccccc1C(=O)NC(C(N)=O)P(=O)(OC(C)C)OC(C)C (configuration not stated)
[26] O=C(NCCN1CCOCC1)C(=O)c1c[nH]c2ccccc12
[27] Cc1ccc(Nc2nc(Cl)nc(NC(C)(C)C)n2)cc1
[28] Cc1cc(C)cc(N2C(=O)CC(c3ccccc3)CC2=O)c1
[29] COc1ccccc1C(=O)N1CCN(c2nc3cc(C)c(C)cc3cc2C#N)CC1
[30] CC(C)C(c1nnnn1Cc1cccs1)N1CCN(C2CCCC2)CC1 (configuration not stated)
[31] O=C(C1=C[C@@H](c2ccc3c(c2)OCO3)C[C@@H](OCc2ccc(CO)cc2)O1)N1CCOCC1
[32] CC1CCN(C(=O)CN2C(=O)C(=O)c3ccccc32)CC1

Compound,25,26,27,28,29,30,31,32
mIAP block,-2,2,-14,-11,-3,2,-2,8
hIAP activ,1.1,0.97,1.1,1,1,1.1,0.92,0.88
mIAP act,1,0.98,1.1,1.1,1,0.98,1,0.92
A3A deaminase,2,-1,-4,-1,-6,-9,0,0
hIAP inh,-6,3,-12,-2,-4,-12,8,12
NALP3 yeast inh,4,18,2,45,6,11,6,16
beta cell repl,2,-1,-4,-4,0,2,0,-2
SENP1 FRET inh,2,2,1,-1,-82,0,3,1
APOBEC3G inh,-2,-15,-1,-9,-5,-8,-3,0

[33] COc1ccc(CCNC(=O)CCc2nc3sc4c(c3c(=O)[nH]2)CCCC4)cc1
[34] COc1ccc(CNC2CCCc3ccccc32)c(OC)c1 (configuration not stated)
[35] Cc1cc(C)n(C2=NS(=O)(=O)c3ccccc32)n1
[36] O=C(NC(c1ccccc1)c1ccccc1)N1CCOCC1
[37] CCOC(=O)N1CCc2c(sc(NC(=O)CN3CCOCC3)c2C(=O)Nc2ccccc2)C1
[38] COc1cccc(NC(=O)Cn2cc(C(=O)C3CC3)c3ccccc32)c1
[39] COc1cc(NC(=O)COC(=O)c2ccc(S(=O)(=O)N3CC(C)CC(C)C3)cc2)c(C)cc1[N+](=O)[O-] (configuration not stated)
[40] Cc1ccc(=O)n(C(C(=O)NCc2ccco2)C(=O)c2ccc(F)cc2)c1 (configuration not stated)

Compound,33,34,35,36,37,38,39,40
mIAP block,0,5,7,3,-18,-41,20,12
hIAP activ,1.2,1.2,0.94,0.98,1.3,0.9,1,0.88
mIAP act,1,0.95,0.93,0.97,1.2,1.4,0.8,0.88
A3A deaminase,4,19,1,1,-6,-3,2,-4
hIAP inh,-18,-16,6,2,-29,10,-2,12
NALP3 yeast inh,14,2,-8,7,5,12,20,7
beta cell repl,0,-2,-3,-2,-3,0,0,-4
SENP1 FRET inh,-36,3,0,-1,-25,3,2,0
APOBEC3G inh,0,-5,-2,-2,-6,-9,-1,-5

[41] O=C(NC1CCCCC1)N1CCN(c2nc(-c3ccccc3)cs2)CC1
[42] O=C(NC(=S)Nc1cc(C(F)(F)F)ccc1N1CCOCC1)c1ccco1
[43] O=c1c2ccccc2nc(SCc2ccc([N+](=O)[O-])cc2)n1-c1ccccc1
[44] CNC(C)c1cc(OC)ccc1OC (configuration not stated)
[45] O=C(Nc1ccccc1[N+](=O)[O-])c1cc2ccccc2nc1Cl
[46] CC(=O)Nc1cc(C(=O)N2CCCC2)ccc1S(=O)(=O)c1ccc(Cl)cc1
[47] NNC(=O)CN(CCc1ccccc1)S(=O)(=O)c1ccc(Cl)cc1
[48] Cc1cc(C(=O)O)cc(S(=O)(=O)N2CCOCC2)c1C

Compound,41,42,43,44,45,46,47,48
mIAP block,-34,3,4,-1,-2,7,-3,7
hIAP activ,1.1,1.1,1.1,1.1,1.1,0.78,1.1,0.76
mIAP act,1.3,0.97,0.96,1,1,0.93,1,0.93
A3A deaminase,-1,3,0,-2,1,-2,-2,-1
hIAP inh,-6,-8,-9,-12,-7,22,-7,24
NALP3 yeast inh,23,22,-4,-21,-2,2,12,11
beta cell repl,-5,-3,0,1,-2,-2,-4,2
SENP1 FRET inh,1,3,2,3,0,1,5,0
APOBEC3G inh,-3,2,-4,-4,-1,-7,-9,-5

[49] CCCCN1CN(S(=O)(=O)c2ccc(OC)cc2)c2nc3ccccc3nc21
[50] O=C(NCc1ccco1)/C(=C\c1ccc(F)cc1)NC(=O)c1ccco1
[51] COc1ccc(S(=O)(=O)NC(C)C(=O)N2CCCCCC2)cc1 (configuration not stated)
[52] CN(C)c1ccc(-c2cc3ccccc3c(=O)o2)cc1
[53] COc1ccccc1N(C)S(=O)(=O)c1ccc(C(=O)Nc2cccc(Br)c2)cc1
[54] CC(=O)Nc1nc(SCc2ccc(Cl)cc2Cl)n[nH]1
[55] COc1ccccc1N1CCN(C(=O)c2cc3n(n2)C(C(F)(F)F)CC(c2ccco2)N3)CC1 (configuration not stated)
[56] O=C(NCCSc1c[nH]c2ccccc12)C1CC1

Compound,49,50,51,52,53,54,55,56
mIAP block,-4,9,-6,-16,10,-11,0,-2
hIAP activ,1.3,1.1,1.1,1,0.98,1.2,1.2,0.91
mIAP act,1,0.91,1.1,1.2,0.9,1.1,1,1
A3A deaminase,1,-2,1,-1,-1,-3,-2,-3
hIAP inh,-31,-6,-8,0,2,-20,-22,9
NALP3 yeast inh,0,15,-2,35,12,1,5,8
beta cell repl,5,-1,-1,-4,-5,0,-4,5
SENP1 FRET inh,-32,1,-2,-29,1,1,3,1
APOBEC3G inh,-3,-9,-5,-2,-1,-6,-4,1

# SENP1 FRET inh, hit marks shown above
cpd	smiles	mIAP block	hIAP activ	mIAP act	A3A deaminase	hIAP inh	NALP3 yeast inh	SENP1 FRET inh	APOBEC3G inh
4	COc1cc(/C=N/n2c(SC)nnc(C(C)(C)C)c2=O)ccc1O	7	0.99	0.93	-3	1	10	52*	-7

# Next part:
[57] CCOc1ccc(/C=C2\N=C(c3cccs3)OC2=O)cc1OC
[58] C[C@@H]1[C@H]2CCCC[C@H]2CN(C(=O)OC(C)(C)C)[C@@H]1CC(=O)c1ccccc1
[59] O=C(c1cccc(COc2cccc3ccccc23)c1)N1CCCC1
[60] Oc1cccc(/C=N/Nc2cc(N3CCCC3)nc(N3CCCC3)n2)c1
[61] CC(C)(C)c1ccc(C(=O)CCCSC2=C(C#N)C(c3ccco3)C3=C(CCCC3=O)N2)cc1 (configuration not stated)

Compound,57,58,59,60,61
mIAP block,-3,-5,-2,9,11
hIAP activ,1,/,0.88,0.88,0.94
mIAP act,1,1,1,0.91,0.89
A3A deaminase,8,2,-6,2,1
hIAP inh,-3,/,12,12,6
NALP3 yeast inh,0,/,30,4,13
beta cell repl,-4,/,-1,-4,-6
SENP1 FRET inh,/,-2,1,-18,-4
APOBEC3G inh,-3,0,-6,0,-5
